Bioassay records deposited in PubChem BioAssay by several laboratories.
NTR1 agonist – agonists of NTR1, primary screen, imaging, U2OS cells, beta-arrestin-GFP, high content (AID 493036); P30989; 0.17% of 330,000 active; NTR1-U2OS beta-arrestin-GFP spot imaging, agonist mode; activation, % at 20 µM;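 active means activation at or above 40% of the spot to cytoplasm intensity ratio, with at least 20 cells analyzed; inconclusive means wells under 20 cells, flagged as cytotoxic or low count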;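 further: 0% = DMSO without peptide and 100% = 100 nM NTR1 peptide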
Target sequence (P30989 whole entry, looked up): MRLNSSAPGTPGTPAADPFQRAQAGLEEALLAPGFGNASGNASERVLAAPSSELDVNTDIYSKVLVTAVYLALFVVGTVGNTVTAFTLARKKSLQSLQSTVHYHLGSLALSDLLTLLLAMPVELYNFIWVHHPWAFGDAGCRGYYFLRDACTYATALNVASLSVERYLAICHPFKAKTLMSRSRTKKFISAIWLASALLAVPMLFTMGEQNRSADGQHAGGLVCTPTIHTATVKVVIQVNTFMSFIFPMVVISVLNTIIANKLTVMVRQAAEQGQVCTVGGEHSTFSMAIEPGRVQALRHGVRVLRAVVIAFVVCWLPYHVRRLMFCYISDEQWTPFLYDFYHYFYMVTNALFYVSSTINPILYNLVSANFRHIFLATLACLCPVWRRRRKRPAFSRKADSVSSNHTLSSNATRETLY
GPR35 arrestin U2OS – inhibition of zaprinast-stimulated GPR35 beta-arrestin translocation – imaging, U2OS, beta-arrestin-GFP, zaprinast agonist, primary screen (AID 2058); U2OS GPR35 beta-arrestin-GFP translocation imaging, zaprinast antagonism; higher % means a stronger effect; inhibition, % at 10 µM; hits with a dose series show IC50 in µM; 0.052% of 290,000 active;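 active means inhibition of at least 50% with at least 30 cells and total cytoplasm GFP at most 10,000,000; inconclusive means under 30 cells or total GFP of 10,000,000 plus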
Autophagy mod – modulators of autophagy | MEF GFP-LC3 puncta imaging; test concentration mostly 10 µM | calls only at 10 µM (by protocol) | 0.98% of 190,000 active | AID 463193;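 active means percentage of spot-positive cells more than 3 SD above its plate mean, without a fluorescence outlier flag or 80% toxicity; inconclusive means no clear call, values can overlap the other calls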;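 further: spot-positive cell cutoff set from DMSO-treated cells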
LYP phosphatase – PTPN22 lymphoid phosphatase activity blockers – biochemical, fluorescence intensity, uHTS (AID 1779). recombinant LYP phosphatase, fluorescence intensity; higher % means a stronger effect. inhibition, % at 11.5 µM; hits with a dose series show IC50 in µM. 0.054% of 290,000 active; in the data active means inhibition above about 50%;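 further: plate controls were vehicle with enzyme for no effect and no enzyme for full effect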
WT yeast gro inh – growth inhibition of WT yeast, mitochondrial fusion screen | inhibition, % at 10 µM | 2.1% of 190,000 active | mitochondrial fusion phenotypic screen, WT strain | AID 1362; in the data active means inhibition above about 58%; tested in S. cerevisiae
UTI89 phage lysis – protection from phage-mediated lysis, alamar blue read-out – E. coli UTI89, K1F phage, bacterial capsule biogenesis inhibitors (AID 488966) | one-dose inhibition, % at 100 µM; IC50 in µM for titrated hits | E. coli UTI89 K1F phage lysis, alamar blue, 2 h; higher % means a stronger effect | 0.02% of 340,000 active;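 active means phage lysis inhibition, versus mean bacterial control, above a set limit; inconclusive means no clear call, values can overlap the other calls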;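 further: capsule biogenesis inhibitors block K1F phage lysis so surviving cells raise fluorescence; higher fluorescence means more inhibition of phage lysis; actives were called in the ten point dose series up to 300 µM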
RSV antiviral HEp-2 – inhibition of RSV-induced cytopathic effect – HEp-2 cells, primary 10 µM value included (AID 2391) | HEp-2 cells, RSV-induced CPE inhibition; higher % means a stronger effect | CPE inhibition, % at 10 µM; hits with a dose series show IC50 in µM | 0.13% of 310,000 active; in the data active means a potency from the dose series; inconclusive means CPE inhibition mostly from about 23% at the one dose, without a potency; inactive means the rest, 99 in 100 with CPE inhibition below about 21%; further: strong numbers were not always called active
AID2073 – inhibitors of Mint1-CaV2.2 protein interaction, biochemical, HTRF (AID 2073); HTRF protein-protein interaction, Mint1-CaV2.2; higher % means a stronger effect; inhibition, % at 20 µM, or IC50 in µM where a hit was titrated; 0.19% of 290,000 active; in the data active means inhibition mostly above about 51%, no sharp cut-off; inconclusive means no clear call, values can overlap the other calls; inactive means mostly below about 53%; further: some results filed as inactive read as strong as hits
Dengue-2 NS5 capping – flavivirus cap methylation enzyme inhibition – biochemical, confirmation dose response, primary screen (AID 588689) | Dengue-2 NS5 methyltransferase capping enzyme assay, biochemical; higher % means a stronger effect | inhibition, % at 25 µM, or IC50 in µM where a hit was titrated | 0.3% of 340,000 active; in the data active means a potency from the dose series; inconclusive means inhibition above about 29% without an active follow-up result
WT yeast gro inh mutant strain – further read-out of WT yeast gro inh, marked with its call; inhibition, %; mitochondrial fusion phenotypic screen, mutant strain inhibition
Autophagy mod cell loss 18 h – second read-out of Autophagy mod, no call of its own (marks repeat the call); toxicity, %; measured here: cell loss, nuclei count;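 cell loss after 18 h compound exposure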
NTR1 agonist cell count 20 µM – recorded beside NTR1 agonist, whose call it bears; cell count; measured here: cell count, cytotoxicity flag
* marks the source's active call; other numbers are inactive results; i = inactive; ? = inconclusive; . = no result given; [ ] = remark or other dose.

Compound | Autophagy mod cell loss 18 h | Autophagy mod | Dengue-2 NS5 capping | UTI89 phage lysis | AID2073 | NTR1 agonist cell count 20 µM | LYP phosphatase | WT yeast gro inh | GPR35 arrestin U2OS | WT yeast gro inh mutant strain | NTR1 agonist | RSV antiviral HEp-2
COc1ccc(Oc2cc(Cl)nc(N)n2)cc1 | -2 | i | 0% | 0.0% | 2% | 75 | -5% | -7 | -1% | -8 | 1.1 | 0.7%
CC(C)C(c1nnnn1CC1CCCO1)N1CCN(Cc2ccc3c(c2)OCO3)CC1 (centres undefined) | -3 | i | -1% | 0.6% | 4% | 55 | 0% | -11 | 0% | -8 | -0.3 | 1.2%
CCOC(=O)C1=C(C)C(c2cccc(Oc3ccccc3)c2)NC(=S)N1 (centres undefined) | -9 | i | -1% | 0.3% | 0% | 70 | -5% | 66* | -3% | 0.8* | 3.4 | 20%
CC1Cc2ccccc2N1C(=O)COC(=O)CCc1nc2ccccc2c(=O)[nH]1 (centres undefined) | -32 | i | 2% | 0.1% | 2% | 78 | -4% | 0 | -4% | 1 | 0.3 | 1.9%
COc1cc(C(=O)NCCOc2cc(C)ccc2C(C)C)cc(OC)c1OC | . | . | -9% | -0.1% | -6% | 60 | 0% | . | -5% | . | 2.1 | 3.6%
CCCN(CCC)CC(O)Cn1cc(/C=C/C(=O)c2ccccc2)c2ccccc21 (centres undefined) | -2 | i | -26% | 0.6% | 10% | . | -2% | 15 | 8% | 19 | . | .
COc1cccc(NC(=O)NCc2ccc(F)cc2)c1 | 5 | i | 2% | 0.1% | 6% | 73 | -9% | -9 | 7% | -1 | 1.0 | 1.7%
CCCOc1ccc2c(=O)c(N3C(=O)c4ccccc4C3=O)c(C)oc2c1 | -36 | i | 0% | 3.1% | 27% | 78 | -2% | -13 | -6% | -13 | 4.1 | 1.3%
CCCCSc1nnc(-c2ccc(NC(=O)CCc3ccccc3)cc2)n1C | -13 | i | 1% | 0.3% | 15% | 92 | 0% | -8 | -15% | -8 | -2.6 | 1.4%
O=c1c2ccccc2n(Cc2cccc(F)c2)c(=O)n1C1CCCC1 | 2 | i | -5% | -0.1% | -5% | 72 | 1% | 76* | -21% | 43* | 1.5 | 8.3%
N#C/C(=C\c1ccc(OCCN2CCOCC2)cc1)C(=O)Nc1ccccc1 | . | . | 0% | 1.0%[50 µM] | 6% | 65 | -3% | . | -6% | . | 1.4 | 0.6%
CCn1c(SCC(=O)NCCOC)nc2sc3c(c2c1=O)CCCC3 | -5 | i | 4% | 0.0% | 10% | 50 | -3% | -1 | -13% | -15 | 2.8 | 0.8%
CC(=O)c1ccc(NC(=O)NC2CCCc3ccccc32)cc1 (centres undefined) | . | . | 1% | 1.4%[50 µM] | 10% | 57 | -2% | . | -7% | . | 3.4 | 3.6%
COc1ccccc1CNC(=O)[C@H](C)NC(=O)C1CCN(C(=O)[C@@H](N)CCSC)CC1 | . | . | -1% | 4.3% | -4% | 75 | -6% | . | 3% | . | 0.0 | 1.4%
Nc1ccc(CNc2ncn[nH]2)cc1 | . | . | -6% | 0.2% | 12% | 67 | 2% | . | -3% | . | -1.3 | -1.6%
c1ccc2c(-c3nc4ncccc4o3)cccc2c1 | -8 | i | -7% | 0.2% | 11% | 75 | -17% | 14 | 2% | -9 | 2.9 | ?
Cc1onc(-c2ccccc2)c1C(=O)NC(=S)Nc1sc2c(c1C#N)CCC(C)C2 (centres undefined) | 3 | i | 12% | -0.1% | -25% | 71 | -7% | -2 | -17% | 7 | 0.3 | 16%
Cc1ccccc1NS(=O)(=O)c1ccc(C)c(C(=O)N2CCOCC2)c1 | . | . | -2% | 0.2% | 9% | 54 | -9% | . | -6% | . | 0.3 | 0.9%
CC1(C)Cc2nc3[nH]c(=S)n(-c4ccccc4)c(=O)c3cc2CO1 | -1 | i | -6% | 1.1% | . | 53 | . | . | . | . | -1.6 | 0.0%
O=C(CN1CCOCC1)Nc1cccc(C(F)(F)F)c1 | . | . | 3% | -0.3% | . | 56 | . | . | . | . | -0.2 | 1.2%
CC1CCN(CCCNC(=O)c2coc3nc4ccccc4nc23)CC1 | 1 | i | -8% | 0.2% | -3% | 44 | -6% | 6 | -19% | 2 | -0.1 | 2.0%
O=C(CN1C(=O)CCC1=O)Nc1cccc(NC(=O)CN2C(=O)CCC2=O)c1 | 7 | i | -11% | -0.2% | 11% | 35 | -8% | -6 | -9% | -8 | -1.1 | -0.7%
CCS(=O)(=O)Nc1ccccc1C(N)=O | 9 | i | 1% | -0.3% | 6% | 30 | -12% | 2 | 5% | -2 | -0.9 | 0.9%
COc1ccc(OCc2n[nH]c(=S)o2)cc1 | -17 | i | -3% | -0.2% | -20% | 80 | -2% | -1 | 13% | 6 | -1.0 | 1.6%
CC1CCN(c2nc3c(c(=O)[nH]c(=O)n3C)n2CCCc2ccccc2)CC1 | 12 | i | 1% | 0.1% | -1% | 58 | -3% | 34 | -4% | -1 | 7.5 | -0.4%
COc1ccc(N(C(=O)c2ccccc2C)S(=O)(=O)c2cccs2)cc1 | 44 | i | 3% | 2.9% | 11% | 18 | -5% | 17 | 3% | 3 | 5.1 | 4.7%
NC(=O)c1cccc2c(=O)oc3ccccc3c12 | -4 | i | -9% | 0.8% | 2% | 65 | -10% | -6 | -7% | -8 | 1.1 | 0.5%
CCc1cc(C(=O)N2CCCC(CNS(=O)(=O)c3cccs3)C2)n(C)n1 (centres undefined) | 5 | i | -8% | -0.6% | -4% | 39 | -7% | -16 | 10% | -5 | -0.9 | 3.4%
CCn1ccnc1CNC(=O)c1ccc2oc(C(C)C)nc2c1 | . | . | -5% | 1.7%[50 µM] | 0% | 66 | -8% | . | -2% | . | -0.6 | 0.7%
O=c1[nH]c2cc3c(cc2cc1C(c1nnnn1CC1CCCO1)N1CCCCCC1)OCCO3 (centres undefined) | 3 | i | -4% | 0.4% | -8% | 83 | 2% | -12 | -17% | 6 | -0.1 | -1.1%
CC(=O)c1ccc(NC(=O)c2cnn3c(C(F)F)cc(C4CC4)nc23)cc1 | -9 | i | -4% | 0.2% | . | 84 | . | . | . | . | 0.3 | 1.4%
O=C(COC(=O)Cc1c(F)cccc1Cl)NCCC1=CCCCC1 | 13 | i | -4% | 2.7% | -2% | 44 | -3% | -3 | -15% | -24 | 2.7 | 3.9%
CCN(c1ccc(NC(=O)COC(=O)CCc2nc3ccccc3n2-c2ccccc2)cc1)C(C)C | -3 | i | -1% | 0.0%[50 µM] | ? | 53 | -3% | 8 | 0% | 13 | 13 | 1.9%
CCNc1c(NC(=O)c2ccc3c(c2)OCO3)c(=O)oc2ccccc12 | . | . | 9% | 0.7% | 8% | 56 | -6% | . | 2% | . | -0.7 | -0.1%
COCCNc1nc(N)c([N+](=O)[O-])c(N2CCCCCC2)n1 | . | . | 0% | -0.6%[50 µM] | 22% | 94 | -1% | . | -14% | . | 1.1 | 3.6%
O=C(CSc1nnc(-c2ccccc2NC(=O)c2ccccc2)o1)OC1CCCCC1 | -1 | i | -7% | -0.3% | . | 56 | . | . | . | . | 3.0 | 1.8%
CCCCN(CCCC)C(=O)c1cn(CC)c2cc(N3CCN(C)CC3)c(F)cc2c1=O | . | . | -2% | 0.5% | 10% | 81 | -12% | . | 11% | . | -1.6 | -0.1%
COc1ccc(CCNC(=O)C(=O)NCC2OCCN2S(=O)(=O)c2ccc3c(c2)OCCO3)cc1 (centres undefined) | . | . | 1% | -0.3%[50 µM] | 6% | 56 | -7% | . | 1% | . | 0.6 | 20%
COc1ccc(NC(=O)CSc2ncnc3[nH]ncc23)cc1 | . | . | -13% | 1.1%[50 µM] | 3% | 62 | -5% | . | 8% | . | 0.6 | 0.8%
O=C(O)c1cc(N/N=C2/CC(c3ccccc3)Oc3ccccc32)ccc1Cl (centres undefined) | -6 | i | 3% | -2.4% | 6% | 51 | 2% | -9 | -11% | 2 | 1.3 | 4.8%
CCC(CC)NC(=O)COC(=O)CCC(=O)c1ccc(Cl)cc1 | 3 | i | -9% | -0.2% | 5% | 30 | -4% | 12 | 0% | -8 | 3.7 | -1.9%
CCOC(=O)c1ccc(NC(=O)COC)cc1 | -4 | i | -5% | -0.3% | -1% | 81 | -8% | -11 | -9% | -10 | -1.8 | 0.9%
C=C(C)COc1ccc(-c2nc(N)nc(C)c2Oc2ccccc2OC)c(O)c1 | -3 | i | -3% | 0.4% | 21% | 55 | -2% | 73* | 12% | 59* | 18 | 8.5%
CC(=O)c1cccc(NC(=O)/C(=C\c2ccco2)NC(=O)c2cccs2)c1 | -3 | i | -9% | -0.2% | -20% | 83 | 6% | -8 | 5% | 3 | -1.9 | 1.9%
CCn1ncc(Br)c1C(=O)Nc1ccccc1C(=O)OC | 9 | i | -3% | 0.1% | . | 80 | . | . | . | . | 1.7 | 5.2%
O=C(C[n+]1ccccc1)N/N=C/c1ccc(F)cc1 | -6 | i | . | . | -8% | 43 | -1% | -4 | 12% | -9 | 2.0 | 0.4%
CCOc1ccc(CN(C)C(=O)CCl)cc1 | 2 | i | -1% | 0.6% | 14% | 56 | -6% | -26 | -1% | -53 | 1.0 | -0.8%
O=C(O)c1cccc(NC(=S)N/N=C/c2ccccc2OCc2ccc(Br)cc2)c1 | -3 | i | 26% | -0.4% | 46% | 81 | 9% | -3 | -14% | 2 | 4.3 | 9.3%
C=CCc1cc(C)ccc1OCCCC(C(=O)OCC)C(=O)OCC | -11 | i | 3% | 1.5% | 2% | 52 | 4% | 5 | -8% | -9 | 1.2 | 2.1%
COc1ccc(C(=O)NC(NC(=S)Nc2ccc(S(N)(=O)=O)cc2)C(Cl)(Cl)Cl)cc1 (centres undefined) | 3 | i | -7% | -0.4% | -2% | 84 | 5% | 18 | -10% | -6 | 4.1 | 4.4%
CCN(CC(=O)Nc1ccc(OC)cc1)C(=O)CN1C(=O)NC(C)(c2ccc3ccccc3c2)C1=O (centres undefined) | . | . | 3% | 0.5%[50 µM] | 0% | 62 | -11% | . | -5% | . | 0.5 | 1.1%
CCOC(=O)C1CCN(C(=O)c2cccnc2Oc2ccc(Cl)cc2)CC1 | . | . | -1% | 1.0% | -1% | 51 | -8% | . | -3% | . | -0.4 | 1.3%
